PTAP-TSG101 blk: inhibitors of HIV-1 PTAP binding to human TSG101, validation. Q99816. Fluorescence polarization, FITC-PTAP peptide/Tsg101, 20 min. Potency, µM (titrated, usually from 115 µM), inactives show at the top dose activity change, negative = inhibition, most hits filed as inhibitors. 44,000 tested, under 10 active. AID 1347069; note: potency is the fitted concentration of half-maximal effect; 0% is about no effect
Target sequence (Q99816 whole entry, looked up): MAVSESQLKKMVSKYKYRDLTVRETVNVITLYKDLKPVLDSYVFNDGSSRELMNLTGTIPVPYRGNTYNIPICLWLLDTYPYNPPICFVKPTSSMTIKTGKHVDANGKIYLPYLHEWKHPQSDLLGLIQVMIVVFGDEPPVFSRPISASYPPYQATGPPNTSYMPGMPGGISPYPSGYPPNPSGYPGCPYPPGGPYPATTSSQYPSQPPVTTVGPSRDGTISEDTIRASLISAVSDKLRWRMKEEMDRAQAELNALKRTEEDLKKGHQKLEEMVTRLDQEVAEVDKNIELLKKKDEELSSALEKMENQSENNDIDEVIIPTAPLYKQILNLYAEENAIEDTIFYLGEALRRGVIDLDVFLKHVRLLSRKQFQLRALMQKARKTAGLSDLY
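Fluorescence polarization binding of Tsg101 binding domain (10 uM final) to FITC-labeled PTAP-motif peptide (50 nM final) in HEPES pH 7.5/NaCl/Tween 20/EDTA/TCEP buffer; 20 min at r.t. Actives by curve class, <25 µM, efficacy <60% inhibition.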
p53null 39C kill: kills p53 null cells at the nonpermissive temperature. H1299 p53-null (neo) cells, 39C, ATPlite viability, 24 h. Potency, µM (series often up to 46.1 µM), for inactives: at the top dose activity, negative = cell killing, most hits filed as cytotoxic. hit rate 0.97% among 55,000;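 note: potency is the fitted concentration of half-maximal effect; 0% = DMSO only and -100% = full killing by 100 µM tamoxifen; nearly all actives have a fitted effect of over 50% in size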
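Cells seeded at 600/well, 37C overnight. Compound added (up to 46 uM), plates shifted to 39C for 24 hr. ATPlite added, luminescence read after 20 min at room temperature.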
FH mod: Identification of activators of human fumarate hydratase by quantitative high-throughput screening; AID 1347055, 2019; FH coupled MDH/diaphorase resazurin fluorescence, 15 min; Potency, µM (top dose mostly 79.9 µM), without a hit: at the highest dose activity change, negative = inhibition, usual class: inhibitors; hit rate 0.22% among 54,000; Fumarate hydratase, mitochondrial (Homo sapiens), P07954; note: potency is the fitted concentration of half-maximal effect; % is set by controls: 0 for no effect and ±100 for the full control effect; the screen sought activators but most active calls are inhibition curves; nearly all actives have a fitted effect of over 45% in size
B2AR arrestin ag: agonists recruiting beta-arrestin to human beta2-adrenergic receptor; HTLA Tango cells, beta-arrestin recruitment, luciferase luminescence, 18 h; P07550; 44,000 tested, under 10 active; Potency, µM (doses to about 46.1 µM), for inactives: at the top dose activation, usual class: activators;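 note: potency is the fitted concentration of half-maximal effect; 0% = DMSO and full agonism = EC100 isoproterenol or metaproterenol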
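Ligand-induced beta-arrestin recruitment to recombinant beta2-AR is measured via a tTA-driven luciferase reporter in Tango cells after 18 hr compound exposure at 37 degrees C. Concentrations span up to 46 microM.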
NTMT1 inh: inhibitors of human N-terminal methyltransferase NTMT1. AID 1645870. hit rate 2.5% among 59,000. Potency, µM (series often up to 114 µM), without a hit: top-dose activity change, negative = inhibition, actives largely listed as inhibitors. NTMT1 MTase-Glo SAH luminescence, purified enzyme;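 note: potency is the fitted concentration of half-maximal effect; plate controls were DMSO vehicle for no effect and no enzyme for full effect; nearly all actives have a fitted effect of over 65% in size; many of its hits are not listed in these tables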
Target sequence (Q9BV86 whole entry, looked up): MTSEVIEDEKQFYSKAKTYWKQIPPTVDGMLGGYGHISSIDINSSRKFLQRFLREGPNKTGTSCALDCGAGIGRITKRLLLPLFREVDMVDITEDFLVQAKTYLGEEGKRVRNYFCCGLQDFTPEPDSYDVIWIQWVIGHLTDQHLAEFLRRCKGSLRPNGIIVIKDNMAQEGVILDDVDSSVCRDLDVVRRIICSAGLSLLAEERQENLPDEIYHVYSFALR
GALK inh: inhibits human galactokinase; P51570; recombinant GALK, Kinase-Glo ATP luminescence, 1 h; Potency, µM (doses to about 57.5 µM), inactives show at the highest dose activity, negative = inhibition, actives largely listed as inhibitors; 44,000 tested, under 10 active; AID 1347072;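 note: plate controls were full GALK reaction for no effect and reaction lacking GALK for full effect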
Target sequence (P51570 whole entry, looked up): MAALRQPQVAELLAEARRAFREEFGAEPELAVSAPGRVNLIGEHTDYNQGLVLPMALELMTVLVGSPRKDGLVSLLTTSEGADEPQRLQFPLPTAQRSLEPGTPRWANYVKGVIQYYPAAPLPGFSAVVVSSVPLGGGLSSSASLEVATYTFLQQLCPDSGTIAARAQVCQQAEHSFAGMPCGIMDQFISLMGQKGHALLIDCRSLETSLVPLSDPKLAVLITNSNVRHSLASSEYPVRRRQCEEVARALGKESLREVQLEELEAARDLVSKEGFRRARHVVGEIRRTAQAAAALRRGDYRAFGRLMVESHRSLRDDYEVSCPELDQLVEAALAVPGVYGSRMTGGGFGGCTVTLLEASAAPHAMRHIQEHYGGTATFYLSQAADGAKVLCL
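5 nM GALK with 35 µM ATP and 100 µM galactose in HEPES pH 8.0, MgCl2, NaCl, DTT, BSA; 1 h RT reaction, remaining ATP detected by Kinase-Glo Plus luminescence after 10 min; qHTS concentration series.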
p53null 32C kill: kills p53 null cells at the permissive temperature; H1299-neo p53 null cells, ATP luminescence, 24 h, 32C; Potency, µM (top dose mostly 46.1 µM), inactives show top-dose activity change, negative = cytotoxicity, actives largely listed as cytotoxic; hit rate 0.62% among 55,000;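 note: potency is the fitted concentration of half-maximal effect; 0% = DMSO only and -100% = full killing by 100 µM tamoxifen; nearly all actives have a fitted effect of over 55% in size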
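Luminescent ATP readout gave cell viability of p53-null H1299-neo cells after a 24 h compound exposure at the permissive 32C. Titrations ran up to 46 uM, and AC50s were fitted with the standard Hill equation.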
Active calls of the source: *; ? = inconclusive; . = not tested or not shown; [ ] = remark or other dose. Calls come from the whole dose curve; as a rule, active = well fitted curve in the direction sought with a large enough effect; inconclusive = small, poorly fitted or top-dose-only effect, or another doubt; inactive = no such curve, though single readings can be large; an effect the other way counts as inactive or inconclusive. An excerpt. The share of hits here may be higher or lower than overall.

Structure	PTAP-TSG101 blk	p53null 39C kill	FH mod	B2AR arrestin ag	NTMT1 inh	GALK inh	p53null 32C kill
O=C(Cn1ccn(-c2cccc(Cl)c2)c(=O)c1=O)c1ccc(F)cc1	2%	-9%	1%	0%	0%	2%	-3%
Cc1ccc2nc(NCc3ccccc3Cl)c3nnnn3c2c1	-8%	-3%	2%	0%	10%	-7%	-5%
Cc1ccccc1NC(=O)CCc1c(C)nn(-c2ccc(N3CCCCC3)nn2)c1C	-2%	-22%	.	2%	.	1%	-20%
Cc1cccc(CCNC(=O)c2sc3nc4n(c(=O)c3c2C)CCCC4)c1	?	-17%	?	0%	-21%	3%	5%
CCc1ccc(C2=CC(c3cccc(OC)c3OC)n3c(nc4ccccc43)N2)cc1 (configuration not stated)	-3%	?	-4%	8%	-16%	3%	14µM*
COc1ccc(CNC(=O)c2ccc3c(c2)N(Cc2ccccc2)CCS3)cc1	0%	-3%	?	-2%	-7%	-8%	8%
Cc1cccc(NC(=O)C2CCCN(S(=O)(=O)c3cccc4nonc34)C2)c1 (configuration not stated)	10%	-22%	-13%	0%	9%	-1%	-7%
COc1ccc(NC(=O)CCCS(=O)(=O)c2nc(-c3ccccc3OC)cc(C(F)(F)F)n2)c(OC)c1	-16%	56%[activator]	-5%	1%	3%	-1%	?
CCOc1ccc(NC(=O)CSC2=Nc3ccccc3C3=NC(CC(=O)NCc4cccs4)C(=O)N23)cc1 (configuration not stated)	1%	-2%	-17%	-1%	4%	5%	-2%
CCOc1ccccc1NC(=O)Cn1c(=O)n(-c2ccccc2)c(=O)c2c1c1cc(C)ccc1n2C	-1%	1%	-12%	-1%	-1%	0%	-4%
COc1cccc(CNC(=O)CCc2nc(-c3ccc(C)cc3)no2)c1	0%	9%	2%	0%	-3%	3%	5%
COC(=O)c1scc(-c2ccc(C)cc2)c1S(=O)(=O)N1CCN(c2cccc(Cl)c2)CC1	0%	-9%	-16%	4%	-5%	0%	8%
COc1ccccc1CN1C(=O)CN(C2CCCCCC2)C(=O)C1c1ccc(F)cc1 (configuration not stated)	-1%	-4%	.	-2%	.	0%	6%
COc1ccc(-c2[nH]c(-c3ccccc3)nc2SCC(=O)NC2CCCC2)cc1	-7%	5%	-15%	-1%	2%	2%	9%
COc1ccc(C(=O)CN2CCN(S(=O)(=O)c3ccc(C(C)C)cc3)CC2)cc1	-1%	-6%	-5%	-2%	56µM*	1%	-8%
Cc1cc(C)c2sc(N(Cc3cccnc3)C(=O)CCS(=O)(=O)c3ccccc3)nc2c1	1%	5%	0%	-4%	16%	-2%	-17%
Cc1ccc2c(Sc3ccccc3)c(C(=O)NCc3ccccc3F)[nH]c2c1	-1%	5%	-6%	0%	3%	2%	5%
Cn1cc(-c2cc3n(n2)CCC(=O)N3CCCC(=O)NCc2ccc(Cl)cc2)c2ccccc21	1%	?	-5%	1%	16%	-2%	?
CCCn1c(=O)n(-c2ccccc2Cl)c(=O)c2sc3ccccc3c21	5%	-6%	-11%	1%	-4%	5%	?
CCc1cccc(C)c1Nc1c(-c2cccc(O)c2)nc2sccn12	-3%	28%	?	0%	?	-3%	30%[activator]

Given with values under each structure: 14 of the compounds above.
Below each compound: PTAP-TSG101 blk, p53null 39C kill, FH mod, B2AR arrestin ag, NTMT1 inh, GALK inh, p53null 32C kill
- Cc1cccc(NC(=O)C2CCCN(S(=O)(=O)c3cccc4nonc34)C2)c1 (configuration not stated)
→ 10%, -22%, -13%, 0%, 9%, -1%, -7%
- COc1ccc(NC(=O)CCCS(=O)(=O)c2nc(-c3ccccc3OC)cc(C(F)(F)F)n2)c(OC)c1
→ -16%, 56%[activator], -5%, 1%, 3%, -1%, ?
- CCOc1ccc(NC(=O)CSC2=Nc3ccccc3C3=NC(CC(=O)NCc4cccs4)C(=O)N23)cc1 (configuration not stated)
→ 1%, -2%, -17%, -1%, 4%, 5%, -2%
- CCOc1ccccc1NC(=O)Cn1c(=O)n(-c2ccccc2)c(=O)c2c1c1cc(C)ccc1n2C
→ -1%, 1%, -12%, -1%, -1%, 0%, -4%
- COc1cccc(CNC(=O)CCc2nc(-c3ccc(C)cc3)no2)c1
→ 0%, 9%, 2%, 0%, -3%, 3%, 5%
- COC(=O)c1scc(-c2ccc(C)cc2)c1S(=O)(=O)N1CCN(c2cccc(Cl)c2)CC1
→ 0%, -9%, -16%, 4%, -5%, 0%, 8%
- COc1ccccc1CN1C(=O)CN(C2CCCCCC2)C(=O)C1c1ccc(F)cc1 (configuration not stated)
→ -1%, -4%, ., -2%, ., 0%, 6%
- COc1ccc(-c2[nH]c(-c3ccccc3)nc2SCC(=O)NC2CCCC2)cc1
→ -7%, 5%, -15%, -1%, 2%, 2%, 9%
- COc1ccc(C(=O)CN2CCN(S(=O)(=O)c3ccc(C(C)C)cc3)CC2)cc1
→ -1%, -6%, -5%, -2%, 56µM*, 1%, -8%
- Cc1cc(C)c2sc(N(Cc3cccnc3)C(=O)CCS(=O)(=O)c3ccccc3)nc2c1
→ 1%, 5%, 0%, -4%, 16%, -2%, -17%
- Cc1ccc2c(Sc3ccccc3)c(C(=O)NCc3ccccc3F)[nH]c2c1
→ -1%, 5%, -6%, 0%, 3%, 2%, 5%
- Cn1cc(-c2cc3n(n2)CCC(=O)N3CCCC(=O)NCc2ccc(Cl)cc2)c2ccccc21
→ 1%, ?, -5%, 1%, 16%, -2%, ?
- CCCn1c(=O)n(-c2ccccc2Cl)c(=O)c2sc3ccccc3c21
→ 5%, -6%, -11%, 1%, -4%, 5%, ?
- CCc1cccc(C)c1Nc1c(-c2cccc(O)c2)nc2sccn12
→ -3%, 28%, ?, 0%, ?, -3%, 30%[activator]

(more compounds)
Structure	PTAP-TSG101 blk	p53null 39C kill	FH mod	B2AR arrestin ag	NTMT1 inh	GALK inh	p53null 32C kill
Cc1ccc(S(=O)(=O)c2cnc(SC(C)C(=O)Nc3ccccc3)[nH]c2=O)cc1 (configuration not stated)	-3%	7%	-17%	1%	?	3%	0%
Cc1ccccc1C(=O)Nc1cc2c(cc1N1CCCCC1)n(C)c(=O)n2C	-1%	-3%	.	1%	.	-8%	-3%
Cc1cc(Cl)ccc1NC(=O)CCn1nc(C)c2c(C)n(-c3ccccc3)nc2c1=O	2%	9%	-5%	0%	?	2%	-1%
COc1cccc(C(=O)Nc2nc(-c3ccc(Br)cc3)ns2)c1	1%	-4%	-1%	-5%	3%	-5%	-11%
CCC(=O)N1CCc2cc(Br)cc(S(=O)(=O)CCC(=O)Nc3ccc(Cl)cc3)c21	0%	?	-5%	1%	13%	7%	3%
COc1ccc(-c2cc(C(=O)Nc3sc4c(c3C(N)=O)CCC(C)C4)no2)cc1 (configuration not stated)	0%	24%	.	1%	.	6%	6%
O=C(Nc1ccc(C(F)(F)F)cc1)C1CCCN(S(=O)(=O)c2cccc3cccnc23)C1 (configuration not stated)	-5%	-4%	-21%	-2%	1%	6%	53%[activator]
O=C(CSc1ccc(-c2ccccn2)nn1)Nc1ccc(F)cc1F	-4%	-15%	34%	1%	19%	-1%	-23%
CCN(CC)CCNC(=O)CSc1nc2nc(C)c(Cc3ccccc3)c(C)n2n1	-8%	27%	6%	-2%	-9%	1%	3%
COc1ccccc1CNC(=O)C1CCN(Cc2cc3ccccc3n2Cc2cccc(C)c2)CC1	0%	24%	-11%	-2%	-2%	0%	3%
O=C(Cn1c(=O)nc(-c2ccccc2)c2ccccc21)Nc1ccc(Cl)cc1F	1%	-10%	1%	-2%	7%	-13%	-3%
Cc1ccc(Nc2nc3nonc3nc2Nc2cccc(C(F)(F)F)c2)cc1Cl	1%	?	?	-2%	23%	-1%	-23%
CCOc1ccc(S(=O)(=O)N(CC(=O)Nc2ccc(OC)cc2OC)c2ccccc2)cc1	0%	-2%	-25%	0%	?	4%	-7%
COc1ccc(N2CCN(c3ncnc4c3cnn4-c3ccc(F)cc3)CC2)cc1	0%	4%	-7%	-1%	6%	-2%	-9%
Cc1ccc(-c2c(C(=O)NCc3ccc(F)cc3)oc(=O)c3ccccc23)cc1	1%	15%	-20%	-1%	5%	1%	24%
Cc1ccc(C)c(CSc2ccc3nnc(CCNS(=O)(=O)c4ccccc4)n3n2)c1	0%	-1%	-17%	1%	-11%	4%	-5%
Cc1ccc(CN(C(=O)COc2ccc(Cl)c(C)c2)c2ccccn2)o1	-1%	4%	-6%	-2%	?	0%	-10%
COc1ccccc1CNC(=O)C1CCN(c2nc3ccc(Cl)cc3[nH]2)CC1	-1%	-18%	-5%	-1%	9%	2%	-6%
CCn1cc(C(=O)NCCc2ccc(C)cc2)c(=O)c2cc(S(=O)(=O)N3CCc4ccccc4C3)ccc21	-8%	?	-13%	-2%	-3%	6%	11%
Cc1ccccc1CN1C(=O)c2ccccc2Sc2ccc(C(=O)NCc3cccs3)cc21	0%	30%	-9%	0%	4%	-1%	5%
Cc1noc(-c2ccc(N(C)Cc3ccccc3)c([N+](=O)[O-])c2)n1	3%	12%	-17%	-2%	-7%	-11%	-5%
O=C(O)c1ccc(C2Nc3ccccc3-c3nnc(SCc4ccc(Cl)cc4)nc3O2)cc1 (configuration not stated)	0%	-18%	-9%	-1%	-15%	5%	-3%
CCC(=O)N1CCc2cc(CNC(=O)Cc3ccc(F)cc3)ccc21	0%	3%	-20%	-3%	5%	3%	9%
Cc1cccc(OCC(=O)N(Cc2ccc(C(C)(C)C)cc2)Cc2ccco2)c1	-1%	-4%	-32%	-1%	-3%	-5%	12%
O=C(c1cccc(Cl)c1)n1nc(-c2ccco2)nc1NCc1cccs1	2%	-13%	-17%	-2%	1%	3%	-8%
COc1cccc(CNC(=O)CN2CCCN(Cc3ccccc3)S2(=O)=O)c1	-2%	?	-14%	1%	3%	6%	-2%

Source: PubChem
